hK5 inh: inhibitors of human kallikrein 5 | recombinant hK5, fluorogenic AMC substrate cleavage | 210,000 compounds, 0.59% hits | inhibition, % at 5 µM | Q9Y337;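 active means inhibition of 40% or more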;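 further: 0% = enzyme controls without compound and 100% = no-enzyme blanks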
Target sequence (Q9Y337 67-293 limits assumed): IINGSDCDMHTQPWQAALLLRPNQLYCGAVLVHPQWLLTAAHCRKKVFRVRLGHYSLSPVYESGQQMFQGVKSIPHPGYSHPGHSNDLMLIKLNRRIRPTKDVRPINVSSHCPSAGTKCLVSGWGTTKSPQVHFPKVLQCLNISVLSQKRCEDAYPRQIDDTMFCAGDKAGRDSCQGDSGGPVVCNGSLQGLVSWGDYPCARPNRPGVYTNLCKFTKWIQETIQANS
Rad51 HR inh: Rad51 (human) homologous recombination inhibition; Q06609; hRad51 DNA strand exchange, fluorescence dequenching; inhibition, % at 10 µM; 200,000 compounds, 0.085% hits; AID 1385;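 active means inhibition above 40% at the single screening dose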;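 further: 0% = DMSO control wells and 100% = blanks with heterologous ssDNA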
Target sequence (Q06609 whole entry, looked up): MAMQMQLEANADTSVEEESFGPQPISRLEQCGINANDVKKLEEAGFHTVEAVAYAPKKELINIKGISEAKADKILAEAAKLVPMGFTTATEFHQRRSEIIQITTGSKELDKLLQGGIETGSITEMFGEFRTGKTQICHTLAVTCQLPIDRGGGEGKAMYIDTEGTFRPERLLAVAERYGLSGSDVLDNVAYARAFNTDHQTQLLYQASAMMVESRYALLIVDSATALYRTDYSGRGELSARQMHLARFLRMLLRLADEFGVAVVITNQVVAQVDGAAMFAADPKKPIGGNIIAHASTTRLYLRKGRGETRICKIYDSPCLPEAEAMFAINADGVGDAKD
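material = hRad51 filaments on single-stranded DNA | timing = filaments 15 min 37 °C, then compound 30 min | signal = FRET fluorescence dequenching, excitation 485 nm, emission 520 nm | benchmarks = control wells and blank wells on each plate | evaluation = percent inhibition relative to plate controls and blanks | compound = 10 µM final, single point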
Thrombin inh: inhibitors of human thrombin | inhibition, % at 5 µM | alpha-thrombin, Boc-VPR-AMC fluorogenic substrate cleavage | 220,000 compounds, 0.26% hits;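 active means inhibition at or above 40%; inactive means inhibition below 40%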;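 further: 0% = enzyme with no compound and 100% = wells without enzyme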
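Test system: human alpha-thrombin; medium: pH 7.5 Tris-saline with Tween 20; times: reaction at room temperature; signal: AMC fluorescence at 355 nm excitation and 460 nm emission; also added: Boc-VPR-AMC substrate, 15 µM final; dosing: one concentration per compound, 5 µM, with 0.2% DMSO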
L929 necroptosis: L929 zVAD cell death inhibition; 220,000 compounds, 0.38% hits; L929 zVAD necroptosis rescue, ATP luminescence, 24 h; with zVAD 60 µM; AID 1377; viability rescue, % at 10 µM;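 active means activation, scaled between plate controls, above about 75%, limit read from the data; inactive means activation under that limit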;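 further: 0% = zVAD with DMSO and 100% = DMSO alone without zVAD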
Hck-Nef inh: inhibitors of human Hck kinase activated by Nef; P08631; Recombinant Hck-YEEI plus Nef, Z-Lyte FRET kinase assay; inhibition, % at 20 µM; 220,000 compounds, 0.68% hits;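 active means Hck-Nef kinase inhibition above about 50%, limit read from the data; inactive means inhibition below that limit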;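 further: 0% = DMSO with Hck plus Nef and 100% = Hck alone without Nef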
Target sequence (P08631 whole entry, looked up): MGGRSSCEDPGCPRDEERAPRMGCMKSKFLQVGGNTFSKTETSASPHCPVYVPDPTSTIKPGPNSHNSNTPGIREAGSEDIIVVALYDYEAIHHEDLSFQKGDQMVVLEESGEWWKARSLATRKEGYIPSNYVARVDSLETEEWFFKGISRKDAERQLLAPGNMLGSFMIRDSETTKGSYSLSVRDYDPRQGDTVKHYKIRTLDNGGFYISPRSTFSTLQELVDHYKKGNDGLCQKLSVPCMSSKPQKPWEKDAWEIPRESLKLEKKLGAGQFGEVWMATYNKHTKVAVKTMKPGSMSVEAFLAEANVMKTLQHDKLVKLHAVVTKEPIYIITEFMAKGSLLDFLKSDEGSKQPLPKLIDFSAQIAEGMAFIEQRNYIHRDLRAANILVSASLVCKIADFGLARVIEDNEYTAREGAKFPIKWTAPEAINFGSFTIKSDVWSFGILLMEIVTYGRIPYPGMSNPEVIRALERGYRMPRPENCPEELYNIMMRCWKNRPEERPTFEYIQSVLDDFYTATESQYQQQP
FXIa inh 1536: inhibitors of human coagulation factor XIa; P03951; purified FXIa, Boc-Glu-Ala-Arg-AMC fluorogenic substrate; 220,000 compounds, 0.14% hits; inhibition, % at 5 µM;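 active means inhibition of at least 40%; inactive means inhibition below 40%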;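 further: fluorescence of freed AMC excited at 355 nm; 0% = enzyme without compound and 100% = no enzyme blank; many of its hits are not listed in these tables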
KCC2 mod: KCC2 (human) Cl- transport modulation | B-score of Tl+ flux slope (higher = more flux/activation; lower = inhibition) at 10 µM | KCC2 cells, thallium flux FluoZin-2 fluorescence | AID 1456 | 190,000 compounds, 2.2% hits | Q9H2X9;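 active means thallium flux slope and its plate-corrected score both differing from the plate sample mean at a set confidence after two filtering rounds, in either direction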;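 further: slope of fluorescence scaled to starting intensity during 10 to 20 s after thallium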
TNF death inh: inhibitors of TNF-alpha induced necroptosis in Jurkat FADD-/- cells; Jurkat FADD-/- TNF necroptosis rescue, ATP luminescence, 24 h; 0 = TNF only, 100 = no-TNF cells; activation (protection from cell death), % at 10 µM; 220,000 compounds, 0.068% hits; AID 463075;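 active means activation, meaning protection from cell death, of at least 50% relative to plate controls; inactive means activation below 50%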;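 further: necroptosis triggered by 40 ng/mL TNF-alpha added together with compound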
FXIIa inh: inhibitors of human coagulation factor XIIa; 220,000 compounds, 0.3% hits; purified FXIIa, Boc-QGR-AMC fluorogenic substrate, 2 h; inhibition, % at 5 µM; P00748; AID 800; in the data active means inhibition above about 40%;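 further: 0% = enzyme with no compound and 100% = blank without enzyme; many of its hits are not listed in these tables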
Numbers without * were called inactive; i = inactive; . = no result given. These rows are one share of the data (hit frequency here may not be typical).

smiles | hK5 inh | Rad51 HR inh | Thrombin inh | L929 necroptosis | Hck-Nef inh | FXIa inh 1536 | KCC2 mod | TNF death inh | FXIIa inh
CCOC(=O)c1c(C)nc2sc(C(=O)Nc3ccccc3)c(N)c2c1-c1ccc(OC)cc1 | -26 | -8 | -5 | 0.3 | 3 | -4 | -0.46 | -12 | 1
CCN(CC)Cc1oc(CO)cc(=O)c1O | -15 | -8 | -1 | 1.1 | 23 | -2 | 0.26 | 0.9 | 7
CC1CCCN(C(=O)c2ccc3nc[nH]c3c2)C1 (stereo unspecified) | -23 | -1 | 1 | 0.2 | 0 | -1 | 0.053 | -2.7 | 6
CC(C)(O)C(=O)NNC(=S)NCc1ccco1 | . | . | 2 | 0.2 | 12 | 4 | 1.1 | 0.3 | 12
COCC(=O)Nc1ccc2nc3n(c(=O)c2c1)CCCCC3 | -2 | . | -6 | 0.7 | -8 | 0 | i | 2.2 | 7
Cc1onc(-c2c(Cl)cccc2Cl)c1C(=O)NC(=S)N1CCOCC1 | -4 | -3 | 3 | 0.0 | 0 | -3 | 8.6* | 4.0 | 2
O=C(NC1CC1)c1cc2c(s1)CS(=O)(=O)C2 | . | . | -1 | 0.6 | 2 | 0 | -0.62 | 0.9 | 6
Cc1c(C(=O)O)sc2ncn(C)c(=O)c12 | -10 | 5 | -1 | -0.2 | 0 | -1 | 1.2 | -0.6 | 17

Entries of single compounds, looked up by structure:
`CCN(CC)Cc1oc(CO)cc(=O)c1O` is entered as hK5 inh: -15; Rad51 HR inh: -8; Thrombin inh: -1; L929 necroptosis: 1.1; Hck-Nef inh: 23; FXIa inh 1536: -2; KCC2 mod: 0.26; TNF death inh: 0.9; FXIIa inh: 7
`Cc1onc(-c2c(Cl)cccc2Cl)c1C(=O)NC(=S)N1CCOCC1` is entered as hK5 inh: -4; Rad51 HR inh: -3; Thrombin inh: 3; L929 necroptosis: 0.0; Hck-Nef inh: 0; FXIa inh 1536: -3; KCC2 mod: 8.6*; TNF death inh: 4.0; FXIIa inh: 2

Next section.
smiles | hK5 inh | Rad51 HR inh | Thrombin inh | L929 necroptosis | Hck-Nef inh | FXIa inh 1536 | KCC2 mod | TNF death inh | FXIIa inh
Cc1cc(NC(=S)N(CCN2CCOCC2)Cc2ccccc2F)ccc1Cl | -2 | -3 | 0 | 0.4 | 20 | 0 | 0.0034 | 0.7 | 3
Cc1ccc(S(=O)(=O)NCCN2CCOCC2)c(C)c1C | 2 | . | -1 | -0.1 | 22 | -1 | -0.5 | -0.4 | 6
OCCN(CCO)CC(O)COc1ccc(C23CC4CC(CC(C4)C2)C3)cc1 (stereo unspecified) | -8 | 7 | -7 | 62 | -2 | -4 | 0.32 | 5.2 | 1
COc1ccc(OC)c(NC(=O)c2ccc(CSc3nnc(C)s3)cc2)c1 | 8 | -45 | -1 | -0.7 | 15 | 1 | 0.021 | 4.2 | 6
O=C(Nc1ccccc1)C1=C[C@H](C2CCCCC2)C[C@H](OCc2ccc(CO)cc2)O1 | 0 | 1 | -5 | -0.6 | -3 | 4 | 0.36 | 4.5 | 8
Cc1c(C(=O)NNc2c(Cl)cccc2Cl)n(C)oc1=O | -4 | 1 | 3 | 0.5 | 1 | -2 | -0.069 | 4.4 | 6
CC(C)Cc1nc2sc3c(=O)n(N)cnc3c2c2c1COC(C)(C)C2 | -5 | -14 | -8 | 0.5 | 2 | -3 | -2 | -2.9 | 1
O=c1c(-c2ccc(O)cc2O)coc2cc(O)cc(O)c12 | 5 | -3 | 2 | 0.8 | 21 | 5 | -0.011 | -1.0 | 11
O=C(Nc1cccnc1)c1c(O)c2cccc3c2n(c1=O)CC3 | -14 | 4 | 2 | 0.3 | 28 | 6 | . | -2.7 | 18
O=C(NC1CCCCC1)c1cc(-c2ccco2)on1 | -4 | . | -3 | 0.9 | -2 | -2 | . | -0.3 | 10
CCOC(=O)CNC(=O)C12CC3CC(C1)CC(c1ccc(C)cc1)(C3)C2 | -5 | -1 | -11 | -0.6 | 21 | 0 | -1 | 0.1 | 5
C=CCSC1=C(C#N)C(c2ccccc2)CC(=O)N1 (stereo unspecified) | 0 | 3 | 2 | 1.4 | 1 | 9 | -0.9 | -1.5 | 1
COc1ccc(-c2[nH]n(-c3ccc([N+](=O)[O-])cc3)c(=O)c2C=NCc2ccncc2)cc1 | -14 | 4 | -8 | 1.0 | 4 | 10 | 1.2 | 1.3 | 12
CCOC(=O)N1C2=NC(C(=O)OC)=C(C(=O)OC)[C@@H]3N(C)c4ccccc4[C@]23C[C@H]1C(=O)OC | -1 | 0 | -2 | 1.0 | 22 | -2 | -0.052 | 2.4 | 5
COc1ccc(N(CC(=O)N2CCc3ccccc3C2)S(=O)(=O)c2c(C)[nH]c(=O)[nH]c2=O)cc1 | -23 | 7 | -7 | 0.6 | 0 | 0 | . | 0.1 | 7
OCC1(Cc2ccc(Cl)cc2)CCN(CCCc2ccccc2)CC1 | -3 | 6 | -15 | 3.8 | 18 | 4 | 0.18 | 1.4 | 5
COc1ccccc1C(=O)Nc1ccc(N2CCCCC2)cc1 | -10 | 1 | -2 | -0.2 | 0 | 0 | -1.6 | 0.6 | 8
O=C(O)C1Cn2c(nc3c(c2=O)C2(CCCC2)Cc2ccccc2-3)S1 (stereo unspecified) | -5 | -2 | . | -0.8 | 15 | 3 | -0.24 | 0.7 | 4
O=C(CNC(=O)Cc1ccc(Cl)cc1)NCc1ccco1 | -19 | 13 | 3 | 1.0 | 6 | 9 | -1 | -0.5 | -2
O=C(c1cc([N+](=O)[O-])[nH]n1)N1CCSCC1 | 0 | -17 | -3 | 0.6 | 8 | 1 | 0.056 | 1.5 | 3
CC(=O)N(c1ccccc1)c1nnc(-c2cnc(C)cn2)s1 | 1 | 1 | -6 | 37 | 23 | -1 | 0.11 | 76* | 10
O=C(c1cnn2c(C(F)F)cc(-c3ccccc3)nc12)N1CCN2CCCC2C1 (stereo unspecified) | 2 | 2 | -4 | 0.2 | 2 | -7 | . | -1.9 | 4
COc1ccc2nc(SCC(=O)NN)cc(C)c2c1 | -4 | 15 | 3 | 0.2 | -1 | 3 | . | -0.4 | 11
Cc1cc2oc(=O)cc(CN3CCC(C)CC3)c2cc1Cl | 5 | 2 | -1 | 0.3 | 2 | 7 | . | 0.5 | 16
O=C(O)CSc1ncnc2c1sc1nc(-c3ccccc3)c3c(c12)CCC3 | 4 | 0 | -1 | 0.4 | -10 | 7 | 1 | 6.0 | 6
COc1cccc(NC(=O)CSc2nnc(COc3ccc4c(c3)CCCC4)o2)c1 | 2 | -1 | -1 | -0.2 | 10 | 11 | . | 0.3 | 14
c1coc(Cn2nnnc2CN2CCN(C3CCCC3)CC2)c1 | -16 | . | -11 | -0.4 | 1 | 1 | -0.49 | -0.9 | 12
O=c1nc2n(c3c1oc1ccccc13)Cc1ccccc1-2 | -10 | 1 | 2 | 1.6 | 1 | 2 | -0.74 | 0.9 | 19
Cc1cccc(N(CC(=O)NC2CCCC2)C(=O)CS(=O)CC(=O)Nc2ccc3c(c2)OCO3)c1C (stereo unspecified) | -7 | -5 | -2 | 0.1 | 3 | 9 | -1.1 | -1.1 | 15
Cc1ccc(-n2nnnc2SCC(=O)Nc2ccc3c(c2)COC3=O)cc1C | 14 | 0 | 2 | -0.1 | 3 | -3 | -0.69 | -3.0 | 7
Cc1ccccc1OCC1CNC(=O)O1 (stereo unspecified) | -3 | -5 | -12 | 0.3 | 16 | -2 | . | 1.5 | 5
CC(C)C(OC(=O)c1oc2ccccc2c1CSC1CCCCC1)C(=O)NC(N)=O (stereo unspecified) | -12 | -66 | 2 | 1.8 | 32 | -3 | 0.79 | -0.3 | 3

Five entries from above, with two lines to a compound.
Values in the order: hK5 inh	Rad51 HR inh	Thrombin inh	L929 necroptosis	Hck-Nef inh	FXIa inh 1536	KCC2 mod	TNF death inh	FXIIa inh
Cc1cccc(N(CC(=O)NC2CCCC2)C(=O)CS(=O)CC(=O)Nc2ccc3c(c2)OCO3)c1C (stereo unspecified)
  -7	-5	-2	0.1	3	9	-1.1	-1.1	15
Cc1ccccc1OCC1CNC(=O)O1 (stereo unspecified)
  -3	-5	-12	0.3	16	-2	.	1.5	5
Cc1ccc(-n2nnnc2SCC(=O)Nc2ccc3c(c2)COC3=O)cc1C
  14	0	2	-0.1	3	-3	-0.69	-3.0	7
O=c1nc2n(c3c1oc1ccccc13)Cc1ccccc1-2
  -10	1	2	1.6	1	2	-0.74	0.9	19
CC(C)C(OC(=O)c1oc2ccccc2c1CSC1CCCCC1)C(=O)NC(N)=O (stereo unspecified)
  -12	-66	2	1.8	32	-3	0.79	-0.3	3

The list continues.
smiles | hK5 inh | Rad51 HR inh | Thrombin inh | L929 necroptosis | Hck-Nef inh | FXIa inh 1536 | KCC2 mod | TNF death inh | FXIIa inh
O=C(COC(=O)c1cnccn1)c1ccc2c(c1)CCCC2 | -1 | -3 | 5 | 3.2 | 2 | 3 | . | -0.8 | 18
O=C(c1cnc2ccccc2n1)N1CCN(c2ccc(C(F)(F)F)cn2)CC1 | -2 | 17 | -5 | 0.8 | -17 | -2 | 0.3 | 2.2 | 3
CCCCOc1ccc(S(=O)(=O)Nc2cc(OC)ccc2OC)cc1 | 26 | 8 | 6 | 1.0 | 6 | -6 | . | -1.1 | 9
O=C(Nc1cccnc1)c1cnn2cccnc12 | -3 | . | -10 | -0.4 | -3 | 5 | 0.018 | -0.5 | 16
CCN(CC)CCCNc1nc(N)c([N+](=O)[O-])c(NCCO)n1 | 7 | 13 | 4 | 0.4 | 18 | 6 | 0.32 | 2.7 | 14
CC(=O)N1CC=CC1(CC(C)C)C(=O)NCc1cc(F)cc(C(F)(F)F)c1 (stereo unspecified) | -11 | -6 | -2 | 3.7 | -2 | -4 | -0.35 | 1.8 | 10
COC(=O)c1ccc(N)c(N=CC2=C(O)CC(C)(C)CC2=O)c1 | -24 | -50 | -9 | 3.5 | 3 | 2 | -1.1 | 3.6 | 6
O=C(c1ccccc1-c1ccccc1)N1CCN(c2ccccn2)CC1 | -3 | . | -2 | 0.6 | 8 | -5 | -0.21 | -8.7 | 2
O=c1cc2ncc(-n3cc([N+](=O)[O-])cn3)cn2[nH]1 | -5 | -4 | -7 | 1.6 | 27 | 1 | -1.4 | 0.6 | -4
O=C(NCc1cccnc1)NC1(C(F)(F)F)Oc2ccccc2O1 | 0 | -7 | -5 | 30 | 1 | -4 | . | -9.1 | 6
CS(=O)(=O)N(CC(N)=O)c1ccc(F)c(Cl)c1 | 5 | -1 | -8 | 0.7 | 3 | 4 | -0.4 | 2.1 | 0
CCn1c(CNc2ccc(Cl)cc2)nnc1SCc1ccc(C)cc1 | -8 | 2 | -2 | -0.9 | 9 | -6 | -1.5 | 2.9 | 6
CCc1nnc(NC(=O)c2ccc(-c3cccc(C(F)(F)F)c3)o2)s1 | 2 | -8 | -3 | 1.4 | 2 | -1 | -0.0012 | 1.6 | -6
COc1cccc2[nH]c3c(N4CCC(C(N)=O)CC4)ncnc3c12 | -12 | 3 | -2 | 1.9 | 1 | -12 | . | 2.0 | -6
CSc1cccc(NC(=O)C(C)C)c1 | -23 | 0 | -1 | -0.5 | 0 | -5 | -0.36 | 1.2 | -8

Assay outcomes deposited in PubChem BioAssay by several laboratories.
